Bioassay records deposited in PubChem BioAssay by Broad Institute.
esBAF inh – Bmi1 luciferase reporter increase in mESCs, primary screen, esBAF inhibitor project, mouse ES cells, Bmi1 luciferase knock-in, single point; reporter increase, % at 12.5 µM; actives 2% (n = 350,000); AID 602393, 2012; 24 h; 100% = twice the neutral-well signal; in the data active = activation above about 40%; inconclusive = no clear call, values can overlap the other calls;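 note: 0% = median of the plate's neutral control wells and 100% = double that signal; a rise in the Bmi1 reporter signal indicates esBAF inhibition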
ARNT TACC3 PPI – disruptors of ARNT/TACC3 protein interaction, primary screen, biochemical, AlphaScreen, single concentration; AlphaScreen His-ARNT PAS-B/GST-TACC3 binding, luminescence; TACC3 fragment carries E629A point mutation; inhibition, % at 9.99 µM; actives 0.66% (n = 390,000); AID 623870, 2012;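 active = mean inhibition of replicates at least 50% and at least half of replicates each reaching 50%; inconclusive = half or more replicates reach 50% but mean below 50%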;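 note: 0% = complete ARNT plus TACC3 wells and 100% = ARNT alone without TACC3; many hits fall short of the cut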
ERp5 inh – inhibitors of ERp5-driven insulin aggregation, primary screen, biochemical, turbidity, absorbance 650 nm, single point; actives 0.05% (n = 350,000); 90 min; AID 651711, 2012; inhibition, % at 9.99 µM; Protein disulfide-isomerase A6 (Homo sapiens), Q15084;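 active = mean replicate inhibition above about 25%, with every replicate also reaching it, limit read from the data, passing the limit was not always enough; inconclusive = only one of those two criteria met; inactive = neither criterion met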
RAD52 anneal inh – RAD52 DNA annealing inhibitors, primary screen, biochemical, FRET, single point, set 2; AID 651710, 2012; recombinant RAD52 DNA annealing, FRET fluorescence; inhibition, % at 18.7 µM; DNA repair protein RAD52 homolog (Homo sapiens), P43351; actives 0.46% (n = 360,000);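 active = every replicate showing at least 50% inhibition; inconclusive = mean inhibition at least 50% but not in every replicate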
E-selectin induc – E-selectin induction in HUVECs, primary screen, imaging, HUVEC, immunofluorescence imaging, single point. normalized: neutral wells 0, TNF-alpha wells 100. activation, % at 7.58 µM. actives 0.37% (n = 260,000). AID 686992, 2013;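 active = mean E-selectin-positive cell signal at least 10% of the positive control, reached in at least 60% of replicates, without over 20% cell loss; inconclusive = no rule given, readout overlaps actives, possibly toxicity-flagged; inactive = the rest, including those meeting only one limit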;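 note: in these data hits start at about 27%; measured in HUVEC primary endothelial cells; signal is the percent of cells scored E-selectin positive by PE staining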
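Test system: HUVEC; input: 3,000 HUVEC/well; measured by: immunofluorescence imaging; read-out: % PE-positive cells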
Casp6 inh – human caspase-6 inhibitors, primary screen, biochemical, VEID-R110 fluorescence, single point, set 2 | purified caspase-6, Z-VEID-R110 cleavage fluorescence | actives 0.53% (n = 350,000) | P55212 | AID 686996, 2013 | inhibition, % at 12.5 µM;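 active = mean inhibition across replicates at least about 35%, with every replicate also reaching that limit, limit read from the data; inconclusive = only one of the two criteria met; inactive = neither criterion met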;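 note: 0% = median of neutral control wells and 100% = no fluorescence left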
Target sequence (P55212 24-179 limits assumed): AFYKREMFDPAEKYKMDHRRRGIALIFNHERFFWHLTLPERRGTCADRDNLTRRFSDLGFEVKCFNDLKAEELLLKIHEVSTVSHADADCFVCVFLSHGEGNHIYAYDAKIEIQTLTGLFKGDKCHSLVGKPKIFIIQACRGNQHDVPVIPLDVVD
Target sequence (P55212 194-293 limits assumed): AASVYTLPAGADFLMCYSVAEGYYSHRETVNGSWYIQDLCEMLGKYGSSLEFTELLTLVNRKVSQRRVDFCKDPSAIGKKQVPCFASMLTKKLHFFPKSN
PglD inh – C. jejuni PglD acetyltransferase inhibitors, primary screen, biochemical, DTNB colorimetric, single point; UDP-N-acetylbacillosamine N-acetyltransferase PglD (Campylobacter jejuni); inhibition, % at 12.5 µM; AID 602405, 2012; purified PglD enzyme, DTNB colorimetric CoA detection; actives 0.098% (n = 360,000); in the data active = inhibition above about 16%, passing the limit was not always enough; inconclusive = no clear call, values can overlap the other calls; note: strong numbers were not always called active
RAD54 inh – inhibitors of human RAD54 branch migration, primary screen, biochemical, fluorescence, single point; RAD54 Holliday junction branch migration, FAM/BHQ fluorescence; inhibition, % at 10.4 µM; actives 0.14% (n = 360,000); DNA repair and recombination protein RAD54-like (Homo sapiens), Q92698;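 active = mean normalized replicate activity at least 40 and at least half of replicates scoring 40 or more; inconclusive = only one of the two criteria met; inactive = mean below 40 and under half of replicates reaching 40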;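 note: 0% = median of neutral control wells and 100% = median of positive control wells; inhibitors cause a drop in the FAM fluorescence signal; in these data hits start at about 50%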
Target sequence (Q92698 whole entry, looked up): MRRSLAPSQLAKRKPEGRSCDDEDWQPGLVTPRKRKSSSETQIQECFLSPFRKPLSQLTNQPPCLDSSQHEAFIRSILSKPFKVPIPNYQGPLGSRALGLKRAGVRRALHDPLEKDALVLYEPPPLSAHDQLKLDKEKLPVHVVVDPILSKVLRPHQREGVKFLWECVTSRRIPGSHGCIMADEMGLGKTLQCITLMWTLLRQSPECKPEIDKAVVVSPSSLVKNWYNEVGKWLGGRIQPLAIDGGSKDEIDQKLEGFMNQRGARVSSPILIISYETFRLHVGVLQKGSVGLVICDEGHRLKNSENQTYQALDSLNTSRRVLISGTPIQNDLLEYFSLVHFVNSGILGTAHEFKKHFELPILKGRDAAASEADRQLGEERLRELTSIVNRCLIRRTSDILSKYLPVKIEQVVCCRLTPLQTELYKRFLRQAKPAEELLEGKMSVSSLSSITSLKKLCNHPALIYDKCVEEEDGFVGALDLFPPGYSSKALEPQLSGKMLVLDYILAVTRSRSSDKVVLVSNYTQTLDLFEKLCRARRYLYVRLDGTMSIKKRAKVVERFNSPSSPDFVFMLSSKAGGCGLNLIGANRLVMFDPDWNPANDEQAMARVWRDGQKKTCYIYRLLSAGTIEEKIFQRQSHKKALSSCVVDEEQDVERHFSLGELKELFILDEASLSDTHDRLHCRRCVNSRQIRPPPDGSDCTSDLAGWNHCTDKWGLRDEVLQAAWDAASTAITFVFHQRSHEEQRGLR
* hit, by the source's call; ? = inconclusive; . = no result given; & = joins results of further samples.

Order of results: esBAF inh	ARNT TACC3 PPI	ERp5 inh	RAD52 anneal inh	E-selectin induc	Casp6 inh	PglD inh	RAD54 inh
Cc1cc(Cl)ccc1NNC(=O)CCc1ccccc1
    -1	-3	-1	-8	0.1	2	.	.
CCOC(=O)C1=C(C)OC(N)=C(C(=O)OCC)C1c1cccnc1 (centres undefined)
    6	0	.	.	.	.	-7	-9
CO[C@@H]1CN(C)C(=O)c2cc(NC(=O)NC(C)C)ccc2OC[C@@H](C)N(Cc2cncnc2)C[C@H]1C
    1	-3	.	.	-0.2	.	3	5
CN(Cc1ccccc1)C(=O)c1ncn2c1C(=O)N(C)CC2
    1	.	3	-1	-0.1	-2	.	.
COc1cc(C)c(C(=O)Oc2cc(C)c(C(=O)O)c(O)c2C)c(O)c1C
    -8	-15	1	-14	.	11	-1	-5
COc1ccccc1S(=O)(=O)N[C@@H]1CC[C@@H](CCn2cc(C3CC3)nn2)O[C@@H]1CO
    6	-13	-4&-5	-12&-6	-0.5&-0.2	0&0	5	-2
Cc1ccc(S(=O)(=O)/N=C(/NNC(=O)c2cccc(Cl)c2)c2ccccc2)cc1
    8	4	-1	-1	.	3	-2	7
Cc1cccc(S(=O)(=O)NC(=O)C2(C)CCN2C(=O)C/C=C/c2ccccc2)c1 (centres undefined)
    -4	.	2	-8	0.0	0	4	1
COc1ccc(C(C)(C)C)cc1NC(=O)CCCN1C(=O)NC(C)(C)C1=O
    -2	-5	-1	0	-1.2	0	0	-5
O=C(COc1ccc2c3c(c(=O)oc2c1)CCC3)N1CCCCC1
    26	0	3	-1	.	0	2	4

Random excerpt: four compounds from above
Order of results: esBAF inh	ARNT TACC3 PPI	ERp5 inh	RAD52 anneal inh	E-selectin induc	Casp6 inh	PglD inh	RAD54 inh
CN(Cc1ccccc1)C(=O)c1ncn2c1C(=O)N(C)CC2
    1	.	3	-1	-0.1	-2	.	.
COc1ccc(C(C)(C)C)cc1NC(=O)CCCN1C(=O)NC(C)(C)C1=O
    -2	-5	-1	0	-1.2	0	0	-5
Cc1cccc(S(=O)(=O)NC(=O)C2(C)CCN2C(=O)C/C=C/c2ccccc2)c1 (centres undefined)
    -4	.	2	-8	0.0	0	4	1
CCOC(=O)C1=C(C)OC(N)=C(C(=O)OCC)C1c1cccnc1 (centres undefined)
    6	0	.	.	.	.	-7	-9

More records:
Order of results: esBAF inh	ARNT TACC3 PPI	ERp5 inh	RAD52 anneal inh	E-selectin induc	Casp6 inh	PglD inh	RAD54 inh
Cc1ccc(OCCNC(=O)c2ccc(COc3ccccc3)o2)cc1
    .	-4	2	-4	0.2	5	.	.
O=C(NCCCc1ccccc1)c1ccccc1
    38	-4	.	.	.	.	-5	4
O=C(CN1CCCCC1)N1N=C(c2cccs2)CC1c1cccs1 (centres undefined)
    -1	6	2	-6	-0.1	0	2	16
CCOC(=O)C1=C(C)NC(C)=C(C(=O)OCC)C1c1sccc1C
    -3	-2	.	.	.	.	7	5
COc1ccc(NC(=O)C2CCN(S(=O)(=O)c3cccc4cccnc34)CC2)cc1OC
    2	-3	-6	-5	.	1	2	7
COC(=O)Nc1ccc(S(=O)(=O)N2CCCC(C(=O)NC3CCS(=O)(=O)C3)C2)cc1 (centres undefined)
    .	1	.	.	0.9	.	1	7
CCOC(=O)N1CCN(S(=O)(=O)N2CCCC(C(=O)NCc3ccc(C)cc3)C2)CC1 (centres undefined)
    1	.	1	-13	-0.2	1	-1	-8
Cc1nc2ccc(NS(=O)(=O)c3ccccc3F)cc2s1
    -8	6	2	-16	.	2	4	8
O=C(NCCCN1CCCC1=O)Nc1ccccc1F
    .	-3	0	-1	.	1	13	-5
Cc1ccc(CNC(=O)CSCc2ccccc2F)cc1
    .	-11	1	-22	-1.7	0	.	.
CC(C)CCOc1ccc(C(=O)NN2C(=O)NC3(CCCCC3)C2=O)cc1
    2	-3	12	-5	-0.2	-1	2	10
COCC(=O)N(C)C[C@H]1Oc2cc(-c3cccnc3)ccc2S(=O)(=O)N([C@@H](C)CO)C[C@@H]1C
    -4	-10	1	2	0.4	-2	1	5
COc1ccc(OC)c(S(=O)(=O)N2CCC(C(=O)NC3CC3)CC2)c1
    -3	-10	0	-3	.	-4	3	-6
Cc1cc(C)n(-c2ccc(C(=O)N3CCN(S(=O)(=O)c4ccc(C(C)C)cc4)CC3)cc2)n1
    -2	33	-3	-8	0.5	3	4	-3
CCCOc1cc(CN2CCCCC2)cc(C(C)=O)c1
    3	4	.	.	.	.	-3	-1
Clc1ccc(-n2cccc2CN2CCc3c([nH]c4ccccc34)C2c2ccccn2)nc1 (centres undefined)
    0	9	6	-10	.	4	.	.
CC(=O)N(C)C[C@H]1Oc2ncc(C#Cc3ccccn3)cc2C(=O)N([C@@H](C)CO)C[C@@H]1C
    1	.	5	-21	-0.2	3	-2	-13
COc1cccc(Nc2nc(C(N)C3CCCCC3)cs2)n1 (centres undefined)
    3	.	6	31	-0.1	-1	-12	1
CC1(c2ccc(OC(F)F)cc2)NC(=O)N(CC(=O)Nc2ccc(N3CCCCC3)cc2)C1=O (centres undefined)
    2	11	3	-7	.	-9	.	.
Cc1ccc(S(=O)(=O)Nc2ccc3c(c2)C(=O)N([C@@H](C)CO)C[C@@H](C)[C@@H](CN(C)Cc2ccccc2)O3)cc1
    6	-13	4	-3	0.2	1	2	4
COc1ccc2c3c(n(C)c2c1)[C@@H](CO)N(Cc1cc(F)ccc1F)CC31CN(C(=O)C2CC2)C1
    .	.	0	-16	-0.1	-1	.	.
Cc1nn(-c2ncc(C(F)(F)F)cc2Cl)c(=O)n1-c1cccc(F)c1
    -9	-2	0	3	0.4	-5	-8	5
CC(C)C#Cc1cnc2c(c1)C(=O)N([C@H](C)CO)C[C@@H](C)[C@H](CN(C)C(=O)Nc1ccccc1)O2
    -4	-6	-1	3	0.2	0	1	3
Cc1ccc(NS(=O)(=O)c2ccccc2)c(NS(=O)(=O)c2ccccc2)c1
    -5	-2	-3	2	-0.2	1	2	-4
S=C(Nc1cccc(Cl)c1)Nc1ccccc1Oc1ccccc1
    -8	-6	.	.	.	.	2	2
CCOc1ccccc1C(=O)NCC(=O)NNC(=O)c1cccs1
    2	-6	3	-5	0.4	0	-3	3
CCc1ccc(N(C(=O)c2csnn2)C(C(=O)NC(C)(C)CC)c2cccnc2)cc1 (centres undefined)
    .	-6	3	0	.	10	.	.
Cc1cc2nc(-c3ccc(=O)[nH]c3)n(C)c2cc1C
    15	4	-2	-11	.	0	-4	-2
COc1ccccc1NS(=O)(=O)c1cc(C(=O)NCC(C)(C)N2CCOCC2)ccc1C
    3	-3	10	-3	-1.2	-1	5	-10
CNc1cccc(-c2cc(OC)c(OC)c(OC)c2)n1
    -3	.	-1	-12	0.0	-3	-2	0
COc1ccc(NC(=O)N(C)C[C@@H]2OCCCC[C@@H](C)Oc3ccc(NS(=O)(=O)c4ccccc4)cc3C(=O)N([C@H](C)CO)C[C@H]2C)cc1
    6	17	0	-6	-0.1	1	0	-11
O=S(=O)(c1ccc(N2CCN(S(=O)(=O)c3ccccc3)CC2)nc1)N1CCCC1
    -4	0	0	-3	-0.3	2	-1	-2
CC(C)(C)c1nnc2sc(SCC(=O)NCc3ccco3)nn2c1=O
    5	-2	6	-17	-1.4	6	-6	-6
O=C(CN1CCN(C(=O)C2COc3ccccc3O2)CC1)Nc1ccc(F)cc1 (centres undefined)
    .	.	5	-1	.	-6	-3	-12
COc1ccc(C(=O)NCCSc2ccccc2C)cc1
    ?	2	3	-9	0.0	2	-1	0
Cc1ccc(-c2nc3ccc(Cl)cn3c2Cc2cccc(F)c2)cc1
    50*	.	-1	-18	-0.8	3	1	-5
Nc1ncnc2c1ncn2[C@@H]1O[C@H](CO)C[C@H]1O
    19	0	-1	3	-2.4	11	3	10
N#C[C@@H]1[C@H](c2ccccc2C2=CCCCC2)[C@@H](CO)N1C(=O)Cc1ccncc1
    .	.	7	-56	-0.1	-4	.	.
CCCOC1CCCN(C(=O)c2ccc(OC3CCN(C(=O)CCOC)CC3)cc2)C1 (centres undefined)
    18	2	1	-15	-0.1	-2	-1	-3
O=CN1CCN(C(C(=O)NC2CCCC2)c2cc3c(cc2[N+](=O)[O-])OCO3)CC1 (centres undefined)
    .	-7	5	-12	.	-2	.	.

(cont.)
structure | esBAF inh | ARNT TACC3 PPI | ERp5 inh | RAD52 anneal inh | E-selectin induc | Casp6 inh | PglD inh | RAD54 inh
COc1ccc(-c2csc(N(CC3CCCO3)C(=O)c3ccco3)n2)cc1 (centres undefined) | 13 | 0 | . | . | . | . | 1 | -6
COc1ccc(Cl)cc1NS(=O)(=O)c1cccc(C(=O)NC2CC2)c1 | -8 | -3 | -5 | -5 | . | 0 | 6 | -5
CN(CC(=O)NCCc1ccc(Cl)cc1)S(=O)(=O)c1cccs1 | 5 | -11 | -3 | -21 | 0.1 | 1 | -6 | 1
CCC(=O)N1[C@H](CO)[C@@H]2c3ccccc3N(S(=O)(=O)c3ccccc3F)C[C@@H]21 | -4 | -7 | -4 | 11 | 0.0 | 2 | 0 | -15
C[C@@H]1CN([C@H](C)CO)C(=O)c2cc(-c3cccc(C#N)c3)cnc2O[C@@H]1CN(C)C(=O)C1CC1 | -6 | -8 | 4 | 0 | 0.4 | -2 | 3 | 2
Cc1cc(C)n(-c2nnc(N3CCN(c4ccccc4)CC3)nn2)n1 | . | 31 | -4 | -6 | . | -1 | . | .
COC(=O)N1C(=O)[C@](c2ccccc2)(C2CCCCC2)N1C(=O)OC | -2 | 11 | -9 | 1 | 0.3 | -1 | -1 | -5
S=C1N[C@H]2CCCC[C@@H]2N1 | . | . | 3 | -9 | . | -2 | -1 | -5
C[C@@H]1CN([C@@H](C)CO)C(=O)c2cc(-c3cccnc3)cnc2O[C@H]1CN(C)S(C)(=O)=O | -1 | 1 | 11 | -11 | -0.3 | 2 | 4 | -1
CC(C)Oc1ccc(CN2CCC(n3nccc3NC(=O)CCc3ccccc3)CC2)cc1 | 0 | -2 | 2 | -2 | -0.7 | -5 | 2 | -7
O=C(CNCc1cccc2ccccc12)Nc1ccccc1[N+](=O)[O-] | . | 20 | -2 | -19 | 4.6 | -2 | . | .
C/C=C/c1ccc([C@@H]2[C@@H](CO)N(C(C)=O)C23CN(C(=O)NC2CCCCC2)C3)cc1 | . | . | 6 | -11 | 0.0 | -2 | . | .
CCC(=O)N(C)C[C@@H]1Oc2cc(C#C[C@H](C)O)ccc2S(=O)(=O)N([C@H](C)CO)C[C@@H]1C | 5 | 3 | 0 | -2 | -0.3 | 1 | 4 | -9
